# Tb PFK inh: qHTS Assay to Find Inhibitors of T. brucei phosphofructokinase; ATP-dependent 6-phosphofructokinase (Trypanosoma brucei brucei), O15648; T. brucei PFK, ADP-Glo luminescence; Potency, µM (highest dose often 57.5 µM), for inactives: at the highest dose activity, negative = inhibition, usual class: inhibitors; hit rate 0.17% among 330,000;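 note: potency is the fitted concentration of half-maximal effect; 0% = uninhibited 1x PFK enzyme wells and -100% = no-enzyme wells; nearly all actives have a fitted effect of over 60% in size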
#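 Luminescent ADP detection (ADP-Glo, two-step: ATP depletion then ADP-to-ATP conversion for luciferase) reported PFK activity after 45 min room-temperature reaction of 1.25 nM enzyme with 0.5 mM F6P and 0.1 mM ATP at pH 8.0.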
# TCR activator: Activators of T cell receptors: qHTS campaign | primary human leukocytes, anti-CD3, IL-2 HTRF, 48 h | Potency, µM (series often up to 9.22 µM), for the others: top-dose activation of IL-2 secretion, hits mostly activators | 330,000 tested, under 10 active; note: % of control where 0% means no effect
#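 Primary human leukocytes incubated 48 hr with anti-CD3 beads plus compound, without co-stimulation. Secreted IL-2 measured by HTRF (europium cryptate/d2 anti-IL-2 pair, 320 nm excitation, 665 nm emission).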
# BCR signal inh: qHTS Assay to Find Inhibitors of Chronic Active B-Cell Receptor Signaling; ABC-DLBCL IkBa-CBG/CBR reporter, luminescence ratio, 4 h; Potency, µM (top dose mostly 46.1 µM), for inactives: at the top dose ratio change, negative = lower green/red ratio, actives largely listed as inhibitors; hit rate 0.05% among 340,000; active = well fitted inhibition curve with a large enough effect in the signal ratio, with a control signal flat, not every such curve was filed as active; inconclusive = small, poorly fitted or top-dose-only effect, or effect the other way, or a change in a side signal; the % refers to the signal ratio;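 note: potency is the fitted concentration of half-maximal effect; plate controls were basal doxycycline-induced cells for no effect and cells given 10 µM MG132 for full effect; MG132 reads +100%, hits lower the ratio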
#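 TMD8 ABC-DLBCL cells carrying doxycycline-inducible green luciferase fused to IkappaBalpha plus unfused red luciferase were exposed to compounds (up to 46 uM) for 4 hrs at 37C. Activity came from the overlap-corrected green/red luminescence ratio.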
# MLL CXXC-DNA inh: qHTS Fluorescence Polarization Assay for Inhibitors of MLL CXXC domain - DNA interaction; Histone-lysine N-methyltransferase 2A (Homo sapiens), Q03164; MLL-CXXC / FITC-HOXA9 DNA fluorescence polarization; Potency, µM (doses to about 115 µM), for inactives: at the highest dose activity change, negative = inhibition, usual class: inhibitors; hit rate 0.037% among 290,000; active = well fitted inhibition curve with a large enough effect in the polarisation, with a control signal flat, not every such curve was filed as active; inconclusive = small, poorly fitted or top-dose-only effect, or effect the other way, or a change in a side signal; inactive = no such curve, though single readings can be large or run the other way; the % refers to the polarisation; note: potency is the fitted concentration of half-maximal effect
#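 Fluorescence polarization: 7 uM MLL-CXXC (stock) preincubated 5 min with compounds, then 50 nM fluorescein-HOX-A9 DNA (stock) added; 30 min ambient. Buffer 50 mM Tris-HCl pH 7.5, 50 mM NaCl, 1 mM DTT, 0.05% BSA.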
# KCNH2 WT inh: qHTS for Inhibitors of KCHN2 3.1: Wildtype qHTS; hit rate 0.37% among 340,000; activity change, % at 1.84 µM; Voltage-gated inwardly rectifying potassium channel KCNH2 (Homo sapiens), Q12809; U2OS, BacMam KCNH2, thallium flux FluxOr; active compounds read low;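 active = maximum activity change below -70%; inconclusive = maximum activity change between -70% and -50%; inactive = maximum activity change above -50%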; note: % is set by controls: 0 for no effect and ±100 for the full control effect
#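 U2OS cells transduced with wild-type KCNH2 virus are loaded with FluxOr dye for 45 min, and thallium flux is measured in kinetic reads before and after stimulation buffer. Rate constants are normalized to DMSO controls.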
# TSHR antag: Antagonists of the Thyroid Stimulating Hormone Receptor: HTS campaign. hit rate 0.2% among 330,000. activity change, negative = inhibition, % at 11.5 µM. AID 504810, 2011. TSHR-expressing cells, TSH-stimulated cAMP HTRF, 2 h; active compounds read low. Thyrotropin receptor (Homo sapiens), P16473;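 active = activity change below a set negative limit, meaning inhibition stronger than a set level, cut at about -70% in these data; inconclusive = activity change between two set negative limits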; note: % is set by controls: 0 for no effect and ±100 for the full control effect
# Target sequence (P16473 whole entry, looked up): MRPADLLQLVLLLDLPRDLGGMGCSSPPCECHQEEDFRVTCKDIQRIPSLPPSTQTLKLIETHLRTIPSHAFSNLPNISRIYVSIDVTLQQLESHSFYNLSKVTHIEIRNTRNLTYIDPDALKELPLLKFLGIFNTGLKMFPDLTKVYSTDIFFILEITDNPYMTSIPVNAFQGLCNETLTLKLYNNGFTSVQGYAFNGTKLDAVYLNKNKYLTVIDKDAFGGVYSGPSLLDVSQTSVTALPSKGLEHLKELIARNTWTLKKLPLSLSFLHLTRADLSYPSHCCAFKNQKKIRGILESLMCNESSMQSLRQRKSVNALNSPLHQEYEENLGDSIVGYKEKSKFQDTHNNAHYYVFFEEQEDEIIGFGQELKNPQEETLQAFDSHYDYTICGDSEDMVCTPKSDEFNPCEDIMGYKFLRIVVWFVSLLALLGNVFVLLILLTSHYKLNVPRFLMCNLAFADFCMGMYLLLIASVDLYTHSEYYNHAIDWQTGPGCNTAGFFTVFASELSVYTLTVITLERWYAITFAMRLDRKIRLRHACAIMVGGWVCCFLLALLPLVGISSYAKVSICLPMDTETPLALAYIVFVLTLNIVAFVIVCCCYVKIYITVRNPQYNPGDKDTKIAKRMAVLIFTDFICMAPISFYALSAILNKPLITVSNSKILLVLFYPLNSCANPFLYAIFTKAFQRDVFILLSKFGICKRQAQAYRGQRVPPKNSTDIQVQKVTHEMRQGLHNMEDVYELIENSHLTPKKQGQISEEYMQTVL
#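 Read-out is FRET at 665 nm (cryptate excitation 337 nm) from a cryptate-tagged anti-cAMP antibody, competed by cell cAMP against cAMP-d2. Compounds are tested on freshly harvested TSHR cells challenged with 4nM TSH (EC80) for 2 hours at 37 deg C.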
# Giardia kill: Small Molecules that selectively kill Giardia lamblia: qHTS. Giardia lamblia trophozoite viability. activity change, % at 7.66 µM, hits read low. hit rate 0.15% among 340,000. AID 540267, 2011; in the data active = activity change below about -80%; inconclusive = between about -30% and that limit;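 note: parasites exposed to compound for two days anaerobically before the ATP read; % is set by controls: 0 for no effect and ±100 for the full control effect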
#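 Killing of trophozoites was scored by loss of ATP luminescence after a 48 hrs anaerobic exposure to compounds at 37 deg C, using 100 cells per well.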
# GALK inh: qHTS Assay for Inhibitors of Human Galactokinase (GALK). Purified GALK, Kinase-Glo residual ATP luminescence. Potency, µM (doses to about 57.5 µM), without a hit: at the highest dose activity change, negative = inhibition, hits mostly inhibitors. P51570. hit rate 0.007% among 270,000; note: potency is the fitted concentration of half-maximal effect; % is set by controls: 0 for no effect and ±100 for the full control effect
#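 ATP-depletion format; final 35 uM ATP, 100 uM D-galactose, 5 nM enzyme; pH 8.0 HEPES/Mg2+ buffer; 60 min RT; luminescence read 10 min after detection reagent.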
# FBPA coupling cs: qHTS Assay for Inhibitors of Fructose-1,6-bisphosphate Aldolase from Giardia Lamblia: Coupling assay counterscreen; hit rate 0.67% among 290,000; activity change, negative = inhibition, % at 58.2 µM, hits read low; AID 2472, 2010; coupling enzyme system counterscreen, AmpLite Red fluorescence; in the data active = activity change below about -30%; note: % is set by controls: 0 for no effect and ±100 for the full control effect
#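 First, compound is pin-transferred into glyceraldehyde-3-phosphate coupling-enzyme reagent at 57.5 uM final and held 10 min at RT. Next, substrate, coupling system and AmpLite Red are added. After 20 min RT, fluorescence (525/598 nm) is read.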
# A-T KAP1 phos: qHTS Assay for Identifying a Potential Treatment of Ataxia-Telangiectasia; […] A-T fibroblasts, KAP-1 phosphorylation AlphaLISA; neocarzinostatin DNA damage 30 min before lysis; Potency, µM (titrated, usually from 57.5 µM), for the others: at the top dose activation, usual class: activators; AID 485349, 2010; hit rate 0.19% among 320,000; note: potency is the fitted concentration of half-maximal effect; % of control where 0% means no effect; nearly all actives have a fitted effect of over 45% in size
#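 hTERT-immortalized A-T patient fibroblasts ([…]), 500 cells/well in OPTI-MEM, 1% FBS, got compounds for 60 min, then NCS for 30 min at 37C. Lysates were then assayed for phospho-KAP-1 by AlphaLISA (anti-pKAP1 donor, anti-KAP1 acceptor beads), 6 hr at 25C.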
# Numbers without * were called inactive; ? = inconclusive; . = no result given; & = joins results of further samples; [ ] = another dose, or the depositor's remark. Unless noted, calls come from the whole dose curve; as a rule, active = well fitted curve in the direction sought with a large enough effect; inconclusive = small, poorly fitted or top-dose-only effect, or another doubt; inactive = no such curve, though single readings can be large; an effect the other way counts as inactive or inconclusive. No enrichment for hits; 1.6% or so of the library scored in one or more.
SMILES,Tb PFK inh,TCR activator,BCR signal inh,MLL CXXC-DNA inh,KCNH2 WT inh,TSHR antag,Giardia kill,GALK inh,FBPA coupling cs,A-T KAP1 phos
C/C(CCc1ccco1)=N\NC(=O)CNc1c(Br)cc(Br)cc1Br,5%,2%,-9%,-5%,.,-5,0,2%,0,5%
O=C(Nc1cc(=O)[nH]c2ncnn12)c1ccc(Cl)cc1Cl,2%,1%,?,1%,-4,-5,11,4%,8,2%
COc1cccc(C(=O)NC2CCCc3ccccc32)c1 (stereo not drawn),?,.,2%,3%,-12,-26,20,-8%,-5,8%
O=S(=O)(NCCc1ccccn1)c1ccc(OC(F)(F)F)cc1,0%,2%,-2%,-6%,-18,-10,-4,-1%,.,3%
Cc1ccc2c(c1)[C@@H]1CN(C)CC[C@@H]1N2S(=O)(=O)c1ccc([N+](=O)[O-])cc1,4%,1%,-10%,16%,61,13,-7,-2%,0,-1%
Cc1nn(Cc2ccccc2)c(C)c1NC(=O)CSc1n[nH]c(C)c1[N+](=O)[O-],-3%,-2%[46.1 µM],-3%,-3%,-3,-3,3,0%,4,7%
O=C(O)c1ccc(NC2CC(=O)N(Cc3ccccc3)C2=O)cc1 (stereo not drawn),-7%,1%,-2%,-1%,-1,2,-2,15%,0,0%
Cc1ccc2nc(N/C(=N/S(=O)(=O)c3ccc(F)cc3F)c3ccccc3)sc2c1,2%,-4%,?,-8%,7,-16,8,5%,3,1%
Cc1cccn2c(=O)c3cc(C(=O)N4CCCC(C)C4)sc3nc12 (stereo not drawn),-1%,6%,7%,3%,7,-5,-7,-1%,-1,-1%
Cc1c(Cl)cnc(NC(=O)CSc2nnc(C)n2Cc2ccccc2)c1Cl,5%,1%,?,0%,-1,-7,8,-2%,0,1%
Cc1cc(C)c2[nH]c(=O)c(CN(Cc3ccco3)C(=O)C3CCCO3)cc2c1 (stereo not drawn),-7%,-6%,0%,-11%,4,-2,-20,0%,-3,-19%
COc1ccc(CN(C(=O)CN2C(=O)NC3(CCC(C)CC3)C2=O)C(C)Cc2cccs2)cc1 (stereo not drawn),5%,5%,?,.,-10,-6,0,.,.,-5%
O=C1NCCc2c1[nH]c1ccccc21,2%&-3%,-6%,-9%&-5%,3%&4%,-1,-1&8,1,13%,0&1,9%&-5%
O=C1COc2ccc(S(=O)(=O)N3CCN(c4cccc(C(F)(F)F)c4)CC3)cc2N1,-4%,-3%,-1%,76%[activator],-1,12,33[activator],-6%,.,11%
N=C1C(c2ccccc2)=C(O)CN1c1cccc2ccccc12,1%,-2%,4%,15%,8,-4,-6,12%,4,0%
COc1c(F)c(F)c(C(=O)Nc2ccc(N3CCN(Cc4ccccc4)CC3)cc2)c(F)c1F,0%,-6%,-1%,16%,13,-18,18,-2%,-2,1%
COc1cccc(CNC(=O)CSCC(=O)Nc2cc(C)on2)c1,-8%,-4%,6%,.,-3,0,11,.,.,-12%
Cc1ccc(SCc2ccc(C(=O)Nc3cccnc3)cc2)cc1,0%,1%[46.1 µM],-7%,-1%,16,-6,-2,-1%,0,7%
CC(=O)c1ccc(N2CCC(C(=O)O)CC2)cc1,0%,-3%,?,7%,-8,-5,-6,0%,0,1%
COc1ccc(CNC(=O)C(C)NS(=O)(=O)c2ccc(C)cc2)cc1 (stereo not drawn),2%,1%,0%,-8%,-4,1,-9,1%,0,13%
COc1ccc(N2CCN(C(c3cccs3)C(C)NC(=O)c3ccco3)CC2)cc1 (stereo not drawn),1%,2%[46.1 µM],?,-7%,-16,-34,-17,0%,1,-4%
Cc1cccc(-c2noc(-c3ccno3)n2)c1,0%,-1%,-1%,0%,0,-2,-24,2%,4,-7%
Cc1c(N=NC2=C(O)CC(C)(C)CC2=O)c(=O)n(-c2ccccc2)n1C,-3%,.,-5%,15%,-15,-2,-3,5%,-7,-2%
Cc1ccccc1CN1C[C@@H]2C[C@@H](c3cn(C)nc3-c3ccccc3)N3CCC[C@@]23C1=O,?,.,29%,15%,29,3,-24,-5%,0,12%
COc1ccc(NC(=O)CSc2nccn2C)c([N+](=O)[O-])c1,-4%,1%,11%,4%,4,-1,-13,6%,2,-4%
Cn1c(N)c(C(=O)COC(=O)COc2ccccc2C#N)c(=O)n(C)c1=O,0%,0%,5%,1%,-12,4,6,-3%,1,-4%
COc1ccc(CN(C)S(=O)(=O)c2nnc(NC(=O)c3ccc(C)cc3)s2)cc1OC,-5%,7%,?,3%,-3,-13,-15,3%,-18,13%
CCSc1nc(-c2ccc(OC)cc2)ccc1C#N,-3%,-5%,4%,-2%,1,-9,5,1%,0,10%
CN(C)S(=O)(=O)c1cccc(NC(=S)N2CCc3ccccc32)c1,-4%,-2%,?,0%,3,20,0,8%,-11,21%
CS(=O)(=O)N(CC(=O)NCCC1=CCCCC1)C1CCCCC1,-2%,0%,?,6%,9,-9,18,-2%,-1,7%
Cc1ccc(NC(=O)c2ccc3c(SCC(=O)O)c4c(nc3c2)CCCC4)c(Br)c1,0%,-22%,0%,-1%,-6,8,23,-3%,.,-9%
Cc1cc(C(=O)COC(=O)/C=C/c2cccc(F)c2)c(C)n1C,1%,4%,?,1%,-3,-16,5,0%,0,-2%
COc1ccc(C(=O)Nc2ccccc2C(N)=O)cc1,19%,.,?,31%[activator],2,-2,?,2%,0,-6%
CNCc1ccccc1OCc1ccccc1F,0%,-7%,-1%,7%,7,-1,19,7%,-3,2%
CS(=O)(=O)Nc1ccc(C(=O)N2CCN(c3ccccc3F)CC2)cc1,2%,2%,0%,-7%,48,15,-10,0%,1,-1%
CC(C)Nc1nc(-c2ccncc2)nc(-c2ccccc2)c1C#N,3%,3%,1%,28%,3,7,35[activator],.,-1,0%
Cc1nnc2sc(SCC(=O)Nc3nccs3)nn2c1=O,-4%,3%[46.1 µM],?,-2%,9,9,19,2%,3,6%
CCN1C(=O)[C@H]2[C@@H](c3ccc(C)cc3)N3C(=O)N(c4ccccc4)C(=O)[C@@]3(Cc3ccc(Cl)cc3)[C@H]2C1=O,3%,-5%,16%,-5%,-10,5,-22,.,-3,2%
C#CCN(CC=C)C(=O)c1ccc2nc(C3CCCCC3)oc2c1,3%,.,-1%,0%,7,-13,3,-2%,1,6%
Cc1cccc(N(C(=O)c2csnn2)C(C(=O)NCc2ccccc2)c2cccs2)c1 (stereo not drawn),3%,-1%,9%,41%[activator],-5,27,1,2%,2,1%
CCc1cc2c(=O)c(-c3nc4ccccc4n3C)c(C)oc2c(CN(CC)CC)c1O,3%,-7%,?,0%,4,-15,1,-2%,2,-9%
CCOC(=O)C1CCN(S(=O)(=O)c2cc(Br)cc3c2N(C(=O)C2CC2)CC3)CC1,-8%,-3%,0%,13%,3,-2,-8,1%,13,-1%
CCOc1ccc(NCc2nnc(SCC(=O)Nc3cc(C)on3)n2-c2ccccc2OC)cc1,-5%,0%[46.1 µM],?,5%,-10,-4,-7,-2%,-27,-8%
CCOC(=O)C1=C(c2ccccc2)c2ccccc2N(S(=O)(=O)C(F)(F)F)C1C(=O)OCC (stereo not drawn),-3%,13%[46.1 µM],-5%,.,0,13,-20,.,.,4%
COc1ccc([C@@H]2[C@@H]3C(=O)N(C(C)(C)C)C(=O)[C@@H]3[C@]3(Cc4ccccc4)C(=O)N(c4cccc(Cl)c4)C(=O)N23)cc1,-9%,10%,?,.,12,-9,-4,.,.,-2%
CCCCc1ccc(NS(=O)(=O)c2cccc(C(=O)N3CCCN(C)CC3)c2)cc1,-3%,3%,?,.,2,10,16,.,.,4%
Cc1ccc(C)c(N2CCN(S(=O)(=O)c3c(C(=O)N4CCCCC4)c(C)n(C)c3C)CC2)c1,9%,3%,?,8%,-1,-8,-13,3%,.,-5%
O=C(CC1C[C@H](C(=O)N2CCCCC2)[C@@]2(CCc3ccccc3)c3[nH]c4ccccc4c3CCN2C1=O)NCc1ccco1 (stereo partly drawn),1%,-1%,4%,.,-1,-16,-5,.,.,12%

# Screening data: PubChem, National Center for Advancing Translational Sciences (NCATS)
